From PubChem
TRPC4 agonist: opens the mouse TRPC4 cation channel; Q9QUQ5; HEK293 TRPC4beta/mu-opioid, Fluo4 calcium fluorescence; hits give high values; B-score at 10 µM; 310,000 compounds, 0.49% hits; AID 2237;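 active = B-score above 5 SD of library B-scores, and initial fluorescence ratio not above library mean plus 5 SD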;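 also: positive B-score marks a calcium rise read as TRPC4 activation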
Target sequence (Q9QUQ5 whole entry, looked up): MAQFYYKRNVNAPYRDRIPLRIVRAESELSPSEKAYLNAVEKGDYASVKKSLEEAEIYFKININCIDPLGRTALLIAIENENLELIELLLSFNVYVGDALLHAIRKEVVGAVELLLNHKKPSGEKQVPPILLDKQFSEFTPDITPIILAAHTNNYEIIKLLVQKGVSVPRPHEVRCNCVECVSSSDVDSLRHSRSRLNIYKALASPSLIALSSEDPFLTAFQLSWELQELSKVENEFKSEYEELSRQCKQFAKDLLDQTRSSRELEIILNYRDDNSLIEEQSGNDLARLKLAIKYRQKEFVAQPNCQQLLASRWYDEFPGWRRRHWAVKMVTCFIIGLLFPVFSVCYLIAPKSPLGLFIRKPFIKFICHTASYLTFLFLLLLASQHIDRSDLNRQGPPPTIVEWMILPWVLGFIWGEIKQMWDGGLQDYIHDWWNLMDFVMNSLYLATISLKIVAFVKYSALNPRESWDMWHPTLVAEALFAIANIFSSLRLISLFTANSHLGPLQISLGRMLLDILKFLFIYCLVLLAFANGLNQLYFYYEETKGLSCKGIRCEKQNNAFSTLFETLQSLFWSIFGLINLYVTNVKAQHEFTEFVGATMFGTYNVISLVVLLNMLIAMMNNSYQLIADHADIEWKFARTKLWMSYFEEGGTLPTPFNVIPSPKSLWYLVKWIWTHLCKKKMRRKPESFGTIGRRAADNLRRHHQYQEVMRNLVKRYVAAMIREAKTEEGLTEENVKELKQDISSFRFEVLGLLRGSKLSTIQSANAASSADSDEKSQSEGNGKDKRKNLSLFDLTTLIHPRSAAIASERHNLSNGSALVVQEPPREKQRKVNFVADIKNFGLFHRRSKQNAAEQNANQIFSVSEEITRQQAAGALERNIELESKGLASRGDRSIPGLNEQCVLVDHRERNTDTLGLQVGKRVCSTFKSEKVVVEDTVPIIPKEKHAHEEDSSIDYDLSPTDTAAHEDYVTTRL
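Assay system: HEK293 stable line with TRPC4beta plus mu-opioid receptor; schedule: 45 min room-temperature Fluo4 loading, 110 s read; technique: kinetic Fluo4 calcium fluorescence; evaluation: integrated baseline-normalised fluorescence ratio, converted to per-well B score; controls: buffer (low) and maximal DAMGO (high)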
IEC-6 cytotox: kills IEC-6 intestinal cells in KLF5 counter-screen | IEC-6 cytotoxicity, luminescence viability | inhibition, % at 5 µM | 290,000 compounds, 0.78% hits | AID 1825; in the data active = inhibition above about 22%;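 also: 0% = plate median of test compound wells and 100% = cytotoxic reference compound wells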
TRPC4 inh: TRPC4 (mouse) channel inhibition; Q9QUQ5; HEK293 TRPC4beta/mu-opioid, DAMGO-evoked Fluo4 calcium flux; hits give low values; B-score at 10 µM; 300,000 compounds, 0.39% hits; AID 2247;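 active = B-score over 3 SD under the library average, no early fluorescence shift, positive overall ratio signal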
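Material: HEK293 cells with stable TRPC4beta plus mu-opioid receptor expression / Probe or stimulus: DAMGO in two steps, submaximal then maximal / Compound: single concentration per test compound / Technique: kinetic Fluo4 fluorescence imaging of calcium influx / Read-out: per-well B score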
TRPC4 potent: allosterically enhances the mouse TRPC4 cation channel; Q9QUQ5; HEK293 TRPC4beta/mu-opioid, DAMGO EC20, Fluo-4 Ca2+ flux; hits give high values; B-score at 10 µM; 310,000 compounds, 0.42% hits; AID 2227;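 active = B-score of calcium response area above 5 SD of library B-scores, with initial fluorescence ratio within 5 SD of library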;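 also: B-score of integrated fluorescence ratio over time as area under calcium response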
TRPC6 inh: inhibitors of mouse TRPC6 channel; 310,000 compounds, 1.1% hits; Q61143; HEK293-TRPC6, membrane potential dye, ACh-evoked depolarization; hits give low values; B-score at 10 µM;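 active = B-score under library mean minus 3 SD, initial fluorescence not abnormally high, positive integrated signal ratio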;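 also: B-score derived from integrated fluorescence ratio over the kinetic read; more negative B-score means stronger inhibition of depolarization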
TRPC6 activator: mouse TRPC6 channel activation; HEK293-TRPC6 membrane potential dye fluorescence; hits give high values; B-score at 10 µM; 310,000 compounds, 0.13% hits; AID 2550;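 active = B-score of the integrated fluorescence ratio above library mean plus 3 SD, and starting fluorescence ratio within library mean plus 5 SD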;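 also: higher score means more depolarization so channel activation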
aSyn 5UTR inh: MLPCN primary screen, SNCA 5' untranslated region; alpha-synuclein 5'UTR reporter, inhibitor activity; inhibition, % (tested at 7.5 µM); 300,000 compounds, 0.82% hits; in the data active = inhibition above about 60%;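 also: H4 neuroglioblastoma cells stably carrying SNCA 5'UTR luciferase fusion; 0% = DMSO wells and 100% = positive control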
SKKanGAS inh: SKKanGAS growth inhibition; S. pyogenes SKKanGAS, kanamycin growth, BacTiter-Glo, 6 h; inhibition, % at 7.5 µM; 300,000 compounds, 1.3% hits; AID 1662;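 active = mean replicate score, as percent of positive control median, at least 50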;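 also: strain carries kanamycin resistance gene driven by streptokinase promoter and grows in 40 µg/ml kanamycin; loss of luminescence reflects streptokinase promoter inhibition or plain growth inhibition; 0% = median of DMSO wells and 100% = positive control at its reference dose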
HIF activator: HIF pathway transcriptional activation. U2OS HRE-luciferase reporter, luminescence; normalized: DMSO 0%, desferrioxamine 100%. activation, % at 7.5 µM (by protocol). 300,000 compounds, 0.32% hits;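 active = mean activation of at least 10% of the iron chelator positive control signal, with at least half of replicates also reaching 10%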
KLF5 inhibitor: kruppel-like factor 5 inhibition. DLD-1 KLF5 promoter-luciferase reporter, luminescence. inhibition, % at 5 µM. 290,000 compounds, 0.23% hits. AID 1700;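 active = inhibition above a per-plate limit of that plate's mean compound inhibition plus 3 SD, cut at about 60% in these data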;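 also: 0% = DMSO wells and 100% = LY294002 at 200 µM; higher means less KLF5 promoter-driven luciferase light; inactives centre near -14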
MrgX1 antagonist: human MrgX1 receptor antagonism, primary screen. MRGX1-HEK293 calcium flux, Fluo-4, BAM8-22 antagonism; hits give low values. B-score at 10 µM. 310,000 compounds, 1.3% hits. Q96LB2;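 active = calcium-response B-score plate-corrected more than 3 library SD below zero, starting fluorescence within 5 deviations, no agonist response on first addition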;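 also: peak minus trough fluorescence over baseline after final BAM8-22 challenge near maximal dose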
Starred values were filed as active, the others as inactive; i = inactive; · = not tested or not shown.

SMILES | TRPC4 agonist | IEC-6 cytotox | TRPC4 inh | TRPC4 potent | TRPC6 inh | TRPC6 activator | aSyn 5UTR inh | SKKanGAS inh | HIF activator | KLF5 inhibitor | MrgX1 antagonist
CCOc1ccc2nc(SC3CC(=O)N(c4ccc(OC)cc4OC)C3=O)sc2c1 (stereo unspecified) | i | 3 | i | i | i | i | -51 | -9 | 0.1 | -52 | i
COc1ccc(CCNC(=O)CN(C)S(=O)(=O)c2ccc(Br)s2)cc1OC | i | 6 | i | i | i | i | 4 | 0 | -0.1 | -3 | i
CC(=O)N1c2ccc(S(=O)(=O)NCCC(=O)Nc3ccc(C)cn3)cc2CC1C (stereo unspecified) | i | -3 | i | i | i | i | 14 | -6 | -0.5 | -8 | i
Cc1cccc(NC(=O)c2ccc([N+](=O)[O-])o2)c1 | i | 66* | i | i | i | i | -159 | 47 | 2.3 | 3 | i
CN(C)S(=O)(=O)c1cccc(NC(=O)c2cc3c(=O)n4ccccc4nc3s2)c1 | i | 1 | i | i | i | i | -13 | 0 | -0.2 | -21 | i
COC(=O)c1cc(NC(=O)Cc2coc3cc(OC)ccc23)cc(C(=O)OC)c1 | i | 1 | i | i | i | i | 9 | -4 | 0.5 | -5 | i
CC(C)(C)OC(=O)N1CCC(C(=O)O)CC1 | i | -5 | i | i | i | i | 17 | 1 | 0.4 | -21 | i
CS(=O)(=O)N(CC(=O)Nc1ccc(S(=O)(=O)N2CCCC2)cc1)c1cccc(F)c1 | i | -2 | i | i | i | i | 25 | -14 | -0.9 | -9 | i
COc1ccc(N(C=O)C(=S)SC)cc1 | i | -1 | i | i | i | i | -1 | -3 | -1.1 | 3 | i
CCOC(=O)C1=C(c2ccccc2)NC(SCC(=O)NC2CCCCC2)=C(C#N)C1c1ccco1 (stereo unspecified) | i | -2 | i | i | i | i | 37 | 13 | -0.5 | 1 | i
Cc1ccccc1C(=O)OC(C)CN1CCOCC1 (stereo unspecified) | i | -4 | i | i | i | i | 3 | 2 | -0.1 | -22 | i
CCOc1ccc2nc(/N=C/c3c(C)[nH]n(-c4ccc(C)cc4)c3=O)sc2c1 | i | 12 | i | i | i | i | -143 | 15 | 0.8 | -15 | i
CCOc1ccc(-n2nc3ccc(NC(=O)CC)cc3n2)cc1 | i | -3 | i | i | i | i | -120 | -3 | 1.5 | -89 | i
Cc1ccc(NC(=O)CC2S/C(=N/N=C3/NC(=O)CS3)NC2=O)cc1 (stereo unspecified) | i | -6 | i | i | i | i | -15 | 1 | -0.2 | -37 | i
CCOc1ccc(S(=O)(=O)NC2CCCC2)cc1 | i | 6 | i | i | i | i | 11 | 7 | -0.7 | -37 | i
O=C(Nc1cc(Cl)cc(Cl)c1)C(NCCO)c1ccccc1 (stereo unspecified) | i | 2 | · | i | i | i | -1 | 2 | -0.1 | -33 | i
Oc1ccc(-c2csc(Nc3ncccn3)n2)cc1 | i | 2 | i | i | i | i | -154 | 1 | 5.4 | -203 | i
COc1ccc([N+](=O)[O-])cc1C(=O)NC1CCN(Cc2ccccc2)CC1 | i | · | i | i | i | i | 21 | 6 | -0.2 | · | i
Cc1cc(C)cc(NC(=O)Nc2ccc(N3CCCCC3)cc2)c1 | i | -6 | i | i | i | i | -153 | 2 | 3.7 | -59 | i
Cc1nc2ccc(S(=O)(=O)NCC(=O)NCc3ccc(Cl)cc3)cc2s1 | i | 4 | i | i | i | i | 8 | 4 | -0.2 | 9 | i
O=S1(=O)CCOC[C@H](CC2CCCCC2)N1Cc1ccccc1F | i | 0 | i | i | i | i | 14 | 8 | 0.8 | 18 | i
COc1ccc(/C=C/C(=O)NCC(=O)N/N=C/c2cccnc2)cc1 | i | 0 | i | i | i | i | 4 | -3 | 0.0 | -40 | i
Cc1ccc(-n2c3c(cc(C(=O)NC4CCSC4=O)c2=O)C(=O)CC(C)(C)C3)cc1 (stereo unspecified) | i | 3 | i | i | i | i | 9 | 5 | -0.1 | -10 | i
Cc1cc(C)n(C(C)CNC(=O)c2ccc3c(c2)OCO3)n1 (stereo unspecified) | i | -9 | i | i | i | i | -15 | -18 | -0.7 | -17 | i
CCOc1ccccc1NS(=O)(=O)c1ccc(-n2cccn2)cc1 | i | 16 | i | i | i | i | -13 | 1 | · | 22 | i
CCOc1ccc(/C=C2\SC(=S)N(NS(=O)(=O)c3ccccc3)C2=O)cc1OC | i | 10 | i | i | i | i | 14 | 37 | 0.5 | -2 | i
Cc1ccn2c(=O)c(NC(=O)c3cccs3)c(C)nc2c1 | i | · | i | i | i | i | -8 | 2 | 0.3 | · | i
CCCCCC1CCC(C(=O)N2CCOCC2)CC1 (stereo unspecified) | i | -2 | i | i | i | i | -6 | 3 | 1.2 | -22 | i
O=C(NCCOc1ccc(F)cc1)C1CCN(S(=O)(=O)c2ccccc2)CC1 | i | -1 | i | i | i | i | 1 | 28 | 0.1 | -13 | i
COC(=O)c1sc(N)c(C(=O)OC)c1COC(=O)c1c(C)noc1C | i | 66* | i | i | i | i | 40 | -1 | 1.3 | 68* | i
Cc1ccc(C(=O)CSc2nnc(COc3ccc(C#N)cc3)n2-c2ccccc2)cc1 | i | -4 | i | i | i | i | 13 | -5 | -0.1 | -23 | i
Cc1cc(C(=O)N2CCN(c3ncccn3)CC2)sc1-c1ccccc1 | i | 0 | i | i | i | i | 22 | 0 | -0.4 | -8 | i
CCc1ccccc1NC(=O)COc1ccc(N2CC(C(N)=O)CC2=O)cc1 (stereo unspecified) | i | -2 | i | i | i | i | 7 | 0 | -0.5 | -17 | i
CCCC(=O)c1ccc(N2CCC(C)CC2)c(F)c1 | i | 7 | i | i | i | i | -83 | 1 | 1.1 | 2 | i
Nn1cc(-c2ccccc2)nc1SCC(=O)Nc1cccc(S(N)(=O)=O)c1 | i | -7 | i | i | i | i | -3 | -4 | -0.2 | -26 | i
CCOC(=O)C1(Cc2ccccc2)CCCN(Cc2cnn(CC)c2)C1 (stereo unspecified) | i | -1 | i | i | i | i | 4 | -10 | -0.1 | 3 | i
O=C1COc2ccc(S(=O)(=O)NCc3ccccc3)cc2N1 | i | 2 | i | i | i | i | -9 | 2 | 0.3 | -16 | i
CSc1ccccc1NC(=O)COC(=O)c1ccc(O)cc1 | i | 0 | i | i | i | i | 8 | -2 | -0.5 | -3 | i
COC(=O)c1ccc(C)c(NC(=O)CCSc2ccccc2)c1 | i | -4 | i | i | i | i | 10 | -2 | -1.4 | -31 | i
CC1CCN(c2nc3c(c(=O)n(C)c(=O)n3C)n2CCSc2nc3ccccc3s2)CC1 | i | 0 | i | i | i | i | -4 | 3 | -0.6 | 10 | i

Four entries from above, arranged by the value under KLF5 inhibitor, high to low:
mol,KLF5 inhibitor
CCOC(=O)C1(Cc2ccccc2)CCCN(Cc2cnn(CC)c2)C1 (stereo unspecified),3
CCCC(=O)c1ccc(N2CCC(C)CC2)c(F)c1,2
O=C1COc2ccc(S(=O)(=O)NCc3ccccc3)cc2N1,-16
Cc1ccc(C(=O)CSc2nnc(COc3ccc(C#N)cc3)n2-c2ccccc2)cc1,-23

(further entries)
SMILES | TRPC4 agonist | IEC-6 cytotox | TRPC4 inh | TRPC4 potent | TRPC6 inh | TRPC6 activator | aSyn 5UTR inh | SKKanGAS inh | HIF activator | KLF5 inhibitor | MrgX1 antagonist
CC(=O)c1cc2c(cc1NC(=O)C1CC=CCC1C(=O)O)OCO2 (stereo unspecified) | i | 3 | i | i | i | i | -2 | -3 | -0.5 | 18 | i
CCOc1c2ccc(C(=O)NCCc3ccc(C)cc3)cc2nn1CC | i | 0 | i | i | i | i | 3 | -2 | -1.8 | -9 | i
Cc1ccc(S(=O)(=O)N2CCC3(CC2)OCCN3S(=O)(=O)c2cccs2)cc1 | i | · | i | i | i | i | 13 | -6 | -0.4 | · | i
Cc1ccc(C)c(C(=O)CN2Cc3ccccc3C2=O)c1 | i | 1 | i | i | i | i | -38 | 9 | 1.6 | -27 | i
FC(F)(F)c1cc(C(F)(F)F)n2nc(-c3sccc3-n3cccc3)cc2n1 | i | 5 | i | i | i | i | 17 | -5 | -0.3 | -22 | i
CCC(C)C(=O)OCC1(c2ccc(C)cc2OC(=O)C(C)C)CO1 (stereo unspecified) | i | · | i | i | i | i | -29 | 0 | 0.1 | · | i
Cc1cccc(C)c1NC(=O)CN(C)C(=O)c1ccc(NS(=O)(=O)c2ccc3[nH]c(=O)[nH]c3c2)cc1 | i | · | i | i | i | i | 1 | 8 | 0.0 | · | i
Cc1ccc(NC(=O)c2ccc(F)cc2)cc1S(=O)(=O)N1CCCCCC1 | i | 0 | i | i | i | i | -28 | 11 | -0.4 | -35 | i
Cc1c(O)ccc(-c2[nH]ncc2-c2nc3ccccc3s2)c1O | i | 9 | i | i | i | i | 3 | 9 | -0.2 | -38 | i
O=C(O)CCn1cc(/C=C\C(=O)c2ccc(Cl)cc2)c(-c2cccc(Br)c2)n1 | i | 1 | i | i | i | i | -11 | 79* | 0.0 | 4 | i
COc1cc(CNc2ncc(-c3ccc(Br)cc3)n2C)cc(OC)c1OC | i | -2 | i | i | i | i | -10 | -3 | 0.8 | -61 | i
COC(=O)c1cccc(-n2c(CCC(=O)O)ccc2-c2cccs2)c1 | i | 1 | i | i | i | i | -10 | -4 | 0.4 | -12 | i
CCCCS(=O)(=O)N1CCCC(C(=O)N2CCOCC2)C1 (stereo unspecified) | i | -5 | i | i | i | i | 1 | 1 | -0.7 | -13 | i
Fc1ccc(N/N=C2/CCSc3sccc32)c(F)c1 | i | 8 | i | i | i | i | -14 | 6 | 0.8 | 21 | i
Cc1cc(C)c2[nH]c(O)c(N=NC(=S)NCC3CCCO3)c2c1 (stereo unspecified) | i | 0 | i | i | i | i | 36 | 0 | -0.2 | 7 | i
Nc1nc(NC(=O)c2ccccc2)nn1-c1ccccc1 | i | -3 | i | i | i | i | -71 | -11 | 0.6 | -41 | i
COc1cccc(NC(=O)Nc2nnc(Cc3ccc(F)cc3)s2)c1 | i | 6 | i | i | i | i | 0 | 0 | -0.4 | -3 | i
O=C(COc1ccccc1)Nc1nnc(S(=O)(=O)N2CCCCC2)s1 | i | 3 | i | i | i | i | 17 | 11 | 0.0 | -12 | i
